# Source: PubChem BioAssay
# GLP1R cytotox – cytotoxicity in counter-screen for GLP-1R inverse agonists | Potency, µM (doses to about 38.3 µM), for inactives: top-dose activity change, negative = inhibition, actives largely listed as inhibitors | HEK293 cAMP-luciferase reporter cells, luminescence, 24 h | 410,000 compounds, 0.13% hits;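 further: loss of luciferase light is scored as toxicity; potency means the concentration at half of the fitted maximal effect; on the % scale 0 is the no-effect control and ±100 the full control effect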
#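 1536-well qHTS counterscreen of the MLSMR; 200 cells/uL, 12 h pre-incubation, 23 nL cpd, 24 h at 37 deg C 5% CO2, luciferase detection reagent, 12 min RT, luminescence. Inhibition = undesired.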
# aSyn yeast inh – alpha-synuclein toxicity inhibition in yeast. Yeast expressing alpha-synuclein, growth rescue, BacTiter-Glo, 24 h. Potency, µM (highest dose often 46.1 µM), for inactives: top-dose growth rescue (activation), usual class: activators. 370,000 compounds, 0.14% hits. AID 652106; further: potency means the concentration at half of the fitted maximal effect; % of control where 0% means no effect; nearly all actives have a fitted effect of over 65% in size
#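 Rescue of yeast growth: cells expressing toxic alpha-synuclein, induced in galactose at OD600 0.02, incubated with compound 24 h at 30 C. ATP luminescence quantified growth; inhibitors of toxicity appear as activators.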
# FUS suppressor – suppressors of FUS proteinopathy in yeast. AID 1347120. 390,000 compounds, 0.24% hits. Potency, µM (titrated, usually from 76.6 µM), for the others: at the highest dose growth rescue (activation), most hits filed as activators. S. cerevisiae FUS-expressing, growth rescue, OD600, 24 h;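 further: potency means the concentration at half of the fitted maximal effect; plate controls were DMSO vehicle for no effect and reference control for full effect; nearly all actives have a fitted effect of over 55% in size; some results filed as inactive show a strong effect at the top dose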
#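 Quantitative HTS measuring growth restoration of FUS-toxic yeast. Galactose-induced cells (OD 0.005) were exposed 24hr at 30C to compounds at several concentrations, then absorbance at 600 nm was recorded.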
# Mm-Cpn inhibitor – blocks the Methanococcus maripaludis chaperonin Mm-Cpn | purified Mm-Cpn ATPase, ADP Transcreener TR-FRET | AID 504842 | 330,000 compounds, 0.031% hits | Potency, µM (top dose mostly 76.9 µM), for inactives: at the top dose activity, negative = inhibition, usual class: inhibitors; further: potency means the concentration at half of the fitted maximal effect; on the % scale 0 is the no-effect control and ±100 the full control effect; nearly all actives have a fitted effect of over 80% in size
#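 Compound-treated chaperonin, 25 nM final, turns over 10 uM ATP at 37°C for 30 min following a 10 min preincubation; ADP generated competes with ADP-d2 for Eu-cryptate antibody, lowering FRET.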
# pAkt inh – Akt phosphorylation inhibition. Neuro2A IGF-stimulated pAkt S473 HTRF, 20 min; stronger effect = lower value. activity change, % for hits at 50 µM. 360,000 compounds, 0.32% hits. AID 651550; in the data active means activity change below about -80%; inconclusive means mostly about -51% to -80%; further: on the % scale 0 is the no-effect control and ±100 the full control effect
#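 Neuro2A cells (4,500/well, DMEM with 0.5% FBS) were treated with compound at a single 50 µM final concentration, stimulated with 6 nM IGF for 20 min at 37 °C, and lysed. Phospho-Akt Ser473 was read by HTRF as 665/615 ratio ×10^4.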
# GLP-1R inv ag – inverse agonists of human GLP-1 receptor | P43220 | HEK293 GLP-1R CRE-luciferase, luminescence, 24 h; GLP-1R form is constitutively active | Potency, µM (top dose mostly 38.3 µM), for the others: at the highest dose activity change, negative = inhibition, usual class: inhibitors | 410,000 compounds, 1.6% hits; further: potency means the concentration at half of the fitted maximal effect; on the % scale 0 is the no-effect control and ±100 the full control effect; nearly all actives have a fitted effect of over 55% in size
# Target sequence (P43220 whole entry, looked up): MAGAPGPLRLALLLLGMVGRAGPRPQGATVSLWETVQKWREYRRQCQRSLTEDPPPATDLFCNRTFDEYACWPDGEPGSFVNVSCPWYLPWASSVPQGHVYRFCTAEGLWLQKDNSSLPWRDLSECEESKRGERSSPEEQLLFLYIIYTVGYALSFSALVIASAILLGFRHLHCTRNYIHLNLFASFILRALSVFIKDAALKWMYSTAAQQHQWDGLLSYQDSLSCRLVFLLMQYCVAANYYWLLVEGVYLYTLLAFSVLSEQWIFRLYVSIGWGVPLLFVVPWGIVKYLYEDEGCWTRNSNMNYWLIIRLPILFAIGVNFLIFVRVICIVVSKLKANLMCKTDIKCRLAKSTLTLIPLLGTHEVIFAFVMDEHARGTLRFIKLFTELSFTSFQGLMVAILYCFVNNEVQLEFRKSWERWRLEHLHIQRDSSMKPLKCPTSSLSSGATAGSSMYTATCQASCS
#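 Stable HEK293 clone (constitutively active GLP-1R + cAMP-response luciferase); 200 cells/uL plated, 12 h pre-culture, compound 24 hr, 37 deg C/5% CO2; detection reagent 12 min RT; luminescence.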
# PTHR1 ag – PTHR1 (human) receptor agonism. HEK293 GP2 PTHR1 cells, GloSensor cAMP luminescence, 1 h. Potency, µM (series often up to 115 µM), for the others: at the top dose activation, most hits filed as activators. 410,000 compounds, 0.075% hits; further: potency means the concentration at half of the fitted maximal effect; nearly all actives have a fitted effect of over 55% in size; some results filed as inactive show a strong effect at the top dose; inactives centre near -15; many of its hits are not listed in these tables
# Target sequence (Q03431 whole entry, looked up): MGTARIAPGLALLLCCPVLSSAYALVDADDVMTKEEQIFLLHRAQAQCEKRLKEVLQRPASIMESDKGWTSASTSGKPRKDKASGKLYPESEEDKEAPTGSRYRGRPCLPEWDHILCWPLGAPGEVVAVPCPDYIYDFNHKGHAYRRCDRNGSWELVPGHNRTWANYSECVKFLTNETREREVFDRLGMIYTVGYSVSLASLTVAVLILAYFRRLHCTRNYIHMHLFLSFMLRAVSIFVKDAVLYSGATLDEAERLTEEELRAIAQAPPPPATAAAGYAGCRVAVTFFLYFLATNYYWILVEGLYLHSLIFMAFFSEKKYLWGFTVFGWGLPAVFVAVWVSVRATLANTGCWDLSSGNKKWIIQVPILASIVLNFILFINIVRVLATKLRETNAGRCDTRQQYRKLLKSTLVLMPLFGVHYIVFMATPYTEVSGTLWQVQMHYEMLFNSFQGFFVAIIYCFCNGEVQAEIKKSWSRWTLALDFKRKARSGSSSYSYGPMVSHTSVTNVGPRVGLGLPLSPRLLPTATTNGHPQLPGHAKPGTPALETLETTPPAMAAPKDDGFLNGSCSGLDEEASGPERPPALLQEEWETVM
#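 HEK-293-derived GP2 cells expressing PTHR1 and a GloSensor cAMP reporter, 3,000/well, plated overnight, given luciferin plus IBMX (each 0.5 mM as added) for 1 h at 37 °C, then compound for 1 h at 37 °C. Luminescence was read after 15 min at room temperature.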
# TDP43 rescue – rescues yeast growth from TDP-43 toxicity. 410,000 compounds, 1.8% hits. Potency, µM (doses to about 46.1 µM), for inactives: at the top dose growth rescue (activation), hits mostly activators. TDP-43 expressing yeast growth rescue, BacTiter-Glo, 24 h; further: potency means the concentration at half of the fitted maximal effect; % of control where 0% means no effect; nearly all actives have a fitted effect of over 50% in size
#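 Growth rescue of TDP-43-toxic yeast measured as ATP luminescence (BacTiter-Glo). Cells grown to mid-log in raffinose, induced in galactose at OD600=0.02, exposed to compound 24 hr at 30 deg C.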
# Abeta yeast res – A-beta toxicity reversal in yeast; Potency, µM (titrated, usually from 46.1 µM), without a hit: at the top dose growth rescue, most hits filed as activators; 410,000 compounds, 0.063% hits; yeast expressing A-beta42, growth rescue, OD600, 48 h; response scale: 0% DMSO, 100% iron-clioquinol control; AID 1347071; further: potency means the concentration at half of the fitted maximal effect; nearly all actives have a fitted effect of over 55% in size
#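 Yeast A-beta toxicity model in growth medium with pinned compounds, 48 h at 30 C; growth read as absorbance at 600 nm. Normalized to FeCl3/clioquinol equimolar mix (positive) and DMSO (negative).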
# * = called active by the depositor; i = inactive; ? = inconclusive; . = no result given; & = joins results of further samples; [ ] = remark or other dose. Unless noted, the call rests on the fitted dose curve; in most records, active means well fitted curve in the direction sought with a large enough effect; inconclusive means small, poorly fitted or top-dose-only effect, or another doubt; inactive means no such curve, though single readings can be large; an effect the other way counts as inactive or inconclusive. These rows are one share of the data; count on the stated rates, not on these rows.
SMILES,GLP1R cytotox,aSyn yeast inh,FUS suppressor,Mm-Cpn inhibitor,pAkt inh,GLP-1R inv ag,PTHR1 ag,TDP43 rescue,Abeta yeast res
CCNc1ncnc2c1cnn2C1CCCO1 (configuration not stated),0%,-1%,-19%,.,i,21%,i,-11%,-38%[inhibitor]
Cc1ccc(NC(=O)CCN2CCC(C)CC2)cc1,0%,10%,-17%,-2%,i,-5%,i,5%,-5%
CC(C)(C)c1n[nH]c2c1CCCC2,12%,-1%,11%,1%,i,8%,-7%,18%,10%
CCOC(=O)c1c(NC(=O)C2(C)Cc3ccccc3C(=O)O2)sc2c1CCCC2 (configuration not stated),8%,2%,.,-1%,i,?,-47%[inhibitor],11%,11%
COc1ccc(OCCN2C(=O)NC3(CCc4ccccc4C3)C2=O)cc1 (configuration not stated),-4%,6%,.,0%,i,-1%,i,28%,1%
CN(C(=O)c1ccc(NC(=O)Cc2cccc(NC(=O)C3CCN(C(=O)C4CCCC4)CC3)c2)cc1)C1CC1,-4%,-17%,30%,.,i,4%,i,18%,1%
c1ccc2c(c1)CC1(CCCCC1)n1nnnc1-2,-3%,6%,16%,-2%,i,-10%,-12%[57.5 µM],15%,-29%
CCOC(=O)c1c(C)sc(-c2c(-c3cccc(Cl)c3)[nH]c3c2c(=O)n(C)c(=O)n3C)c1O,7%,.,37%,.,.,-7%,-8%,20%,6%
Cc1ccc(/C=C(/NC(=O)c2ccccc2)C(=O)NC(Cc2c[nH]c3ccccc23)C(=O)O)cc1 (configuration not stated),4%,5%,11%,2%,i,-10%,i,-11%,3%
Cc1ccc(NC(=O)CSc2nccn2-c2ccccc2)cc1,-9%,.,-5%,.,.,-8%,-2%,?,13%
CCOCCn1cnc2sc(C(=O)NCC(=O)OCC)c(C)c2c1=O,-10%,-6%,-9%,-3%,i,22%,i,10%,4%
CCN1CCN(C(=O)Cn2ncc3c([nH]c4ccc(C)cc43)c2=O)CC1,1%,-9%,-20%,-4%,i,-21%,i,0%,0%
CCN(CC)c1nc(N)c2c(N)nc(OC)cc2c1C#N,-4%,9%,13%,.,i,23%,-64%[inhibitor],21%,1%
COc1cccc(NC(=O)c2oc3ccc(S(=O)(=O)N4CCOCC4)cc3c2C)c1,2%&-8%,6%,8%&7%,-12%,i,?,-25%,6%&22%,-6%&-2%
NCCCC[C@H]1CNC(=O)C(=O)N1CCc1cccc2ccccc12,5%,-6%,17%,-4%,i,16%,i,19%,19%
Cc1onc(-c2ccccc2)c1C(=O)NC(=S)Nc1sc2c(c1C#N)CCCC2,2%,-2%,12%,-5%,i,8%,i,5%,8%
CC(C)(Oc1ccc(Cl)cc1)C(=O)NCc1ccncc1,-3%,-3%,20%,-3%,i,29%,i,-2%,6%
CCCCNC(=O)N(O)C1N(/N=C/c2cccnc2)C(=S)SC1(C)C (configuration not stated),0%,-4%,28%,-1%,i,1%,-25%,0%,-16%
CC(=O)Nc1ccc(NC(=O)Nc2ccc(C)c(C)c2)cc1,0%,0%,-32%,1%,i,-1%,-51%[inhibitor],4%,0%
O=C(COC(=O)C1COc2ccccc2O1)c1ccccc1 (configuration not stated),0%,6%,-1%,.,i,0%,i,18%,-1%
Clc1ccc(CN2CCCCCC2)cc1Cl,0%,-1%,-4%,-3%,i,-7%,i,-14%,-2%
O=C(Nc1cccc(NC(=O)c2cc([N+](=O)[O-])ccc2Cl)n1)c1cc([N+](=O)[O-])ccc1Cl,?,1%,39%,.,i,4µM*,-20%,?,-13%
CCC(C)(C)NC(=O)C(C(C)C)N(CC1CCCO1)C(=O)CNS(=O)(=O)c1ccc(F)cc1 (configuration not stated),?,1%,10%,-8%,i,-12%,i,3%,2%
COc1ccc(-c2nc(CCNC(=O)c3ccc(Br)o3)cs2)cc1,0%&-15%,0%,37%&32%,-5%,i,-19%&-24%,-94%&-51%[inhibitor],13µM*,-30%&-21%

# The last six entries of the section before open the next one.
SMILES,GLP1R cytotox,aSyn yeast inh,FUS suppressor,Mm-Cpn inhibitor,pAkt inh,GLP-1R inv ag,PTHR1 ag,TDP43 rescue,Abeta yeast res
CC(=O)Nc1ccc(NC(=O)Nc2ccc(C)c(C)c2)cc1,0%,0%,-32%,1%,i,-1%,-51%[inhibitor],4%,0%
O=C(COC(=O)C1COc2ccccc2O1)c1ccccc1 (configuration not stated),0%,6%,-1%,.,i,0%,i,18%,-1%
Clc1ccc(CN2CCCCCC2)cc1Cl,0%,-1%,-4%,-3%,i,-7%,i,-14%,-2%
O=C(Nc1cccc(NC(=O)c2cc([N+](=O)[O-])ccc2Cl)n1)c1cc([N+](=O)[O-])ccc1Cl,?,1%,39%,.,i,4µM*,-20%,?,-13%
CCC(C)(C)NC(=O)C(C(C)C)N(CC1CCCO1)C(=O)CNS(=O)(=O)c1ccc(F)cc1 (configuration not stated),?,1%,10%,-8%,i,-12%,i,3%,2%
COc1ccc(-c2nc(CCNC(=O)c3ccc(Br)o3)cs2)cc1,0%&-15%,0%,37%&32%,-5%,i,-19%&-24%,-94%&-51%[inhibitor],13µM*,-30%&-21%
COC(=O)c1ccc(NC(=S)NN2CCOCC2)cc1,-12%,-8%,-44%,-5%,i,0%,-25%,24%,-7%
Cc1ccc(NC(=S)N(CCN(C)C)C(C)c2cccnc2)cc1 (configuration not stated),7%,3%,12%,1%,i,-4%,-29%,16%[9.22 µM],4%
CC(C)(C)OC(=O)N1CCC(c2c(C(=O)N3CCN(c4ccccn4)CC3)cnn2-c2ccccc2)CC1,-2%,.,21%,.,.,9%,i,1%,4%
CCN(CC)S(=O)(=O)c1ccc(/C=C/C(=O)OCC(=O)c2c(N)n(C)c(=O)n(C)c2=O)cc1,0%,1%,14%,5%,i,24%,-27%,1%[9.22 µM],-3%
NS(=O)(=O)c1cccc(NC(=O)Nc2ccccc2)c1,-3%,2%,-3%,0%,i,1%,i,9%,5%
Cc1ccc([N+](=O)[O-])c(NC(=O)COC(=O)C2CC3CCCC(C2)C3=O)c1C (configuration not stated),-8%,2%,5%,-1%,i,16%,i,7%,1%
Cc1cccc2cc(CN(C(=O)c3cccs3)c3ccccc3)c(=O)[nH]c12,14%,3%,.,2%,i,11%,i,-22%,0%
Cc1cn(Cc2ccccc2Cn2cc(C)c(=O)[nH]c2=O)c(=O)[nH]c1=O,6%,4%,-3%,-6%,i,5%,i,-2%,-11%

# The closing two entries of the part above lead into the next:
SMILES,GLP1R cytotox,aSyn yeast inh,FUS suppressor,Mm-Cpn inhibitor,pAkt inh,GLP-1R inv ag,PTHR1 ag,TDP43 rescue,Abeta yeast res
Cc1cccc2cc(CN(C(=O)c3cccs3)c3ccccc3)c(=O)[nH]c12,14%,3%,.,2%,i,11%,i,-22%,0%
Cc1cn(Cc2ccccc2Cn2cc(C)c(=O)[nH]c2=O)c(=O)[nH]c1=O,6%,4%,-3%,-6%,i,5%,i,-2%,-11%
CCCCOC(=O)NC1(C)CCS(=O)(=O)C1 (configuration not stated),16%,-2%,.,1%,i,21%,-8%,-17%,-1%
O=C1NCCN(Cc2ccc(Cl)c(F)c2)C1CC(=O)N1CCc2ccccc2C1 (configuration not stated),5%,0%,16%,1%,i,-1%,-15%,-14%,2%
CCCNC(=O)c1cc(C2CCCCN2C(=O)c2ccc3c(c2)CCO3)on1 (configuration not stated),-8%,-3%,15%,.,i,2%,-4%,6%,-10%
O=C(CSc1nc(=O)n(Cc2ccco2)c2c1CCC2)NCc1ccccc1,-8%,.,10%,.,.,?,i,16%,-6%
CC(=O)Nc1ccc(NC(=O)c2ccc(-c3c(C)noc3C)c3ccoc23)cc1,-5%,3%,-21%,.,i,6%,i,17%,2%
C=CCn1c(SCC(=O)NC2CCCC2)nnc1-c1ccncc1,4%,1%,1%,1%,i,-4%,-6%,3%,-10%
COc1ccc(C(=O)OCC(=O)NC2CC2)cc1S(=O)(=O)N(C)Cc1ccccc1,-4%,0%,12%,0%,i,-3%,i,8%,15%
Cc1cccc(-c2ocnc2C(=O)N2CCN(C(=O)c3cccs3)CC2)c1,4%,1%,14%,-1%,i,14%,-21%,-9%,11%
CN(CCc1ccccc1)C(=O)c1cccc(NC(=O)Cc2cccc(NC(=O)C3CCCN(C(=O)C4CCCCC4)C3)c2)c1 (configuration not stated),-4%,2%,32%,.,i,-18%,-54%[inhibitor],34%,16%
COc1ccc(OCCSc2nnc(-c3ccccc3)n2N)cc1,-6%,-1%,11%,1%,i,-22%,-5%[57.5 µM],13%,30%
c1ccc(N2CCN(Cc3ccsc3)CC2)nc1,?,-10%,20%,0%,i,-15%,i,-18%,6%
CCOC(=O)C1CCN(C(=O)Cc2cccc3ccccc23)CC1,-12%,-1%,2%,1%,i,-29%,i,?,19%
Cc1ccccc1NC(=O)CN(c1ccc(Cl)cc1Cl)S(=O)(=O)c1ccccc1,0%,.,35%,.,.,?,i,9%,-6%
COc1cccc(C2CC(c3c(-c4ccccc4)c4cc(Cl)ccc4[nH]c3=O)=NN2S(C)(=O)=O)c1OC (configuration not stated),-4%,14%,35µM*,-10%,.,?,i,-2%,6%
